From PubChem
KOR beta-arrestin-1: KOR agonists, beta-arrestin recruitment, primary screen, cell-based, luminescence, uHTS (AID 1777). KOR beta-arrestin recruitment, luminescence; higher % means a stronger effect. activation, % at 10 µM; hits with a dose series show EC50 in µM. 280,000 tested, 0.02% active; in the data active means activation above about 50%, passing the limit was not always enough; further: a part of the inactive calls stands beside numbers as strong as those of hits
GPR55 beta-arrestin: GPR55 agonists via beta-arrestin recruitment, primary screen, imaging, U2OS cells, beta-arrestin-GFP redistribution (AID 1961); U2OS GPR55 beta-arrestin-GFP redistribution imaging; higher % means a stronger effect; activation, % at 10 µM, or EC50 in µM where a hit was titrated; 290,000 tested, 0.048% active;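 active means activation above 40% with more than 50 cells counted in the well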;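 further: U2OS osteosarcoma cells stably expressing GPR55 and beta-arrestin-GFP; plate controls were DMSO negative control for no effect and LPI positive control for full effect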
NOD1 NF-kB reporter: inhibition of NOD1-driven NF-kB reporter – cell-based, luminescence, uHTS, primary screen (AID 1578); NOD1-driven NF-kB luciferase reporter cells, luminescence; higher % means a stronger effect; one-dose inhibition, % at 4 µM; EC50 in µM for titrated hits; 290,000 tested, 1% active; in the data active means inhibition mostly above about 36%, no sharp cut-off; inactive means mostly below about 34%;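 further: HEK-293T reporter cells stimulated with the NOD1 agonist gamma-tri-DAP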
KOR beta-arrestin-2: kappa opioid receptor blockers – cell-based, luminescence, uHTS (AID 1778). KOR beta-arrestin recruitment, luminescence, antagonist mode; higher % means a stronger effect. one-dose inhibition, % at 10 µM; IC50 in µM for titrated hits. 290,000 tested, 0.091% active; further: strong numbers were not always called active
HIV peptide binding: cell-free HIV fusion peptide-binding blockers – biochemical, uHTS, fluorescence dequenching, primary screen (AID 1986) | inhibition, % at 20 µM, or IC50 in µM where a hit was titrated | cell-free peptide binding, fluorescence dequenching, 30 min; higher % means a stronger effect | 290,000 tested, 0.3% active; in the data active means inhibition mostly above about 52%, no sharp cut-off; inactive means mostly below about 76%; further: some results filed as inactive read as strong as hits
MgcRacGAP inhibition: MgcRacGAP GTPase-activating activity inhibitors, confirmation, biochemical, ADP Hunter fluorescence; MgcRacGAP-stimulated Rac1 GTP hydrolysis, ADP Hunter fluorescence; higher % means a stronger effect; GST-tagged Rac1 F28L mutant substrate; 340,000 tested, 0.6% active; inhibition, % at 30 µM; hits with a dose series show IC50 in µM;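 active means first-screen hits whose inhibition reached a set limit at any dose in the follow-up dose series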;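 further: fluorescence reports GDP produced by GAP-driven GTP hydrolysis; strong numbers were not always called active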
GPR55 antagonists: inhibition of LPI-stimulated GPR55 beta-arrestin translocation – imaging, U2OS, beta-arrestin-GFP, LPI agonist, primary screen (AID 2013). 290,000 tested, 0.13% active. inhibition, % at 10 µM; hits with a dose series show IC50 in µM. U2OS GPR55 beta-arrestin-GFP translocation imaging, LPI antagonism; higher % means a stronger effect;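 active means spots per cell inhibited over 60%, with over 100 cells counted and total cytoplasm intensity under 500,000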;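 further: U2OS cells stably carrying GPR55 and arrestin-GFP stimulated by 5 µM LPI near EC80; imaged beta-arrestin-GFP aggregate spots per cell after agonist stimulation; plate controls were LPI-stimulated DMSO wells for no effect and DMSO wells without LPI for full effect; some results filed as inactive read as strong as hits; confirmed hits need IC50 under 10 µM and bright autofluorescent wells are also inconclusive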
Large T inhibition: SV40 large T antigen inhibitors, biochemical (AID 1903); inhibition, % at 20 µM; hits with a dose series show IC50 in µM; SV40 large T antigen ATPase/helicase inhibition assay; higher % means a stronger effect; 310,000 tested, 0.39% active; in the data active means a potency from the dose series; further: strong numbers were not always called active
HEK293 NOD2/NF-kB: inhibition of NOD2-driven NF-kB reporter – cell-based, luminescence, uHTS, HEK293 (AID 1566). HEK293 NOD2/NF-kB luciferase reporter, luminescence; higher % means a stronger effect. inhibition, % at 4 µM, or EC50 in µM where a hit was titrated. 290,000 tested, 0.63% active; further: many of its hits are not listed in these tables
Starred values were filed as active, the others as inactive; nt = not tested or not shown; [ ] = remark or other dose. Unless noted, no stated cut-off is given here; in the data, active means inhibition above about 50%; inactive means the rest. Some of the compounds tested, so the mix of outcomes need not match the whole.

SMILES	KOR beta-arrestin-1	GPR55 beta-arrestin	NOD1 NF-kB reporter	KOR beta-arrestin-2	HIV peptide binding	MgcRacGAP inhibition	GPR55 antagonists	Large T inhibition	HEK293 NOD2/NF-kB
O=C(C1CC1)N1CCN(C(c2ccccc2)c2ccccc2)CC1	-5.0%	-0.2%	1%	-14%	-3.5%	3%	3%	21%	2%
CN(C)/C=N/c1c(C#N)cnn1C	-4.4%	0.2%	-24%	-12%	-1.1%	9%	0%	0%	0%
Nn1c(SCC(=O)Nc2ccc3c(c2)OCO3)nnc1-c1ccc(Cl)cc1	0.7%	0.0%	-56%	-13%	0.7%	8%	1%	0%	-10%
CCn1c(C(C)NS(=O)(=O)c2ccc(Cl)cc2)n[nH]c1=S (configuration not stated)	2.5%	-0.1%	-12%	-10%	2.0%	1%	8%	12%	3%
O=C(Nc1ccccc1C(=O)NCC1CCCO1)c1ccc(Cl)cc1 (configuration not stated)	-0.4%	0.3%	-20%	17%	-0.1%	8%	5%	13%	7%
COc1cc(C2NC(=O)CCC2[N+](=O)[O-])c(OC)cc1Br (configuration not stated)	-0.1%	0.0%	-11%	0%	0.9%	8%	-5%	4%	-23%
O=C(Cc1ccccc1)Nc1ccc(C(=O)NCc2ccccc2)cc1	nt	0.2%	-8%	-21%[20 µM]	-0.1%	3%	-5%	9%	6%
Cc1ccc([N+](=O)[O-])cc1S(=O)(=O)N1CCCCC1C(=O)O (configuration not stated)	-3.3%	0.1%	-37%	10%	-0.1%	-7%	10%	16%	4%
OCc1nc2ccccc2n1/N=C/c1cccs1	4.1%	0.4%	-2%	3%	0.5%	14%	5%	5%	16%
Cc1ccc(S(=O)(=O)N2CCCCC2)cc1NC(=O)c1ccccn1	-2.7%	-0.1%	-9%	14%	-0.5%	15%	13%	16%	0%
COc1ccc(C2C(C(=O)O)c3ccccc3C(=O)N2Cc2ccco2)cc1 (configuration not stated)	-1.5%	0.0%	-1%	4%	0.2%	nt	17%	6%	-2%
COc1ccc(Cc2noc(CN3CCCN(Cc4ccc(F)cc4)CC3)n2)cc1OC	nt	-0.2%	-25%	-12%[20 µM]	-0.4%	7%	-2%	8%	6%
Cc1c(CC(=O)N2CCC(C(=O)O)CC2)c(=O)oc2cc3c(cc12)CCC1(CCCCC1)O3	-2.0%	-0.2%	-3%	-14%[20 µM]	2.3%	-1%	2%	3%	5%
CCCCC(=O)Nc1ccc2c(c1)nc(CCN1CCN(c3ccccn3)CC1)n2C	-7.8%	-0.3%	-6%	14%	-0.7%	9%	6%	21%	29%
CC1=C(C(=O)Nc2ccccn2)C(c2ccccc2)n2ncnc2N1 (configuration not stated)	6.1%	0.2%	-1%	-5%	-2.7%	6%	13%	3%	0%
CCC1=C(OC(=O)N(CC)CC)N2C(=O)OC(=NCc3ccccc3)[C@]2(C)[C@H]2C1=CC[C@H]1C(=O)N(c3ccccc3)C(=O)[C@H]12	-2.3%	0.3%	6%	10%	0.6%	-2%	10%	1%	26%
CC(C)N1C(=O)N(c2cccc(Cl)c2)C(C)(O)CC1(C)C (configuration not stated)	2.4%	0.2%	-1%	30%	-0.5%	4%	2%	4%	-8%
Cc1c(NC(=O)c2ccc(COc3ccc4ccccc4c3)o2)c(=O)n(-c2ccccc2)n1C	3.2%	0.3%	2%	-37%	0.5%	3%	-5%	7%	-45%
CCOC(=O)C1=C(O)/C(=C\c2ccc(OC)c(OC)c2)N=C1C	2.6%	-0.2%	2%	-6%	3.3%	-1%	6%	5%	1%
Cc1ccc(NC(=O)NC(=O)CSc2nnnn2C)c(C)c1	-3.6%	-0.2%	-22%	17%	-2.9%	11%	-8%	1%	6%
O=C1c2ccccc2C(=O)N1Cc1cc(-c2ccccc2Cl)no1	0.4%	0.5%	-1%	-17%	-0.1%	2%	-3%	9%	-11%
CCN(CC)C(=O)CSc1nc2c(sc(=S)n2-c2ccccc2)c(=O)n1Cc1ccco1	-1.6%	0.0%	16%	-9%	6.4%	20%	8%	19%	6%
O=C(NCc1ccccc1F)Nc1ccc([N+](=O)[O-])cc1	1.0%	-0.4%	-18%	15%	2.3%	4%	6%	-5%	4%
O=C(CN1C(=O)NC(c2ccccc2)(c2ccccc2)C1=O)Nc1ccc2[nH]c(=O)[nH]c2c1	-2.5%	0.2%	11%	0%	0.8%	6%	-3%	17%	-2%
O=C(Cn1ccc2ccccc2c1=O)NCCC(=O)Nc1ccc2c(c1)OCCO2	0.4%	-0.2%	-20%	0%	4.2%	2%	28%	4%	7%
NC(=O)C[n+]1ccc(/C=N/O)cc1	-1.0%	-0.2%	-37%	-7%	0.6%	4%	2%	12%	6%
COc1ccc(S(=O)(=O)Nc2ccc(S(=O)(=O)N3CCCCC3)cc2)cc1OC	-2.2%	-0.1%	12%	0%	-2.6%	8%	-1%	13%	21%
C/C(=N\NC(=O)C1CC1)c1ccc(N2CCOCC2)cc1	-2.9%	0.7%	-27%	12%	-1.1%	7%	8%	8%	8%
CC(C)(C)OC(=O)CN1c2cccc3cccc(c23)S1(=O)=O	0.5%	-0.2%	-6%	18%	-1.2%	14%	8%	6%	11%
Cc1c(-c2nc(-c3ccncc3)no2)cccc1[N+](=O)[O-]	-2.7%	0.5%	-8%	18%	-2.5%	2%	6%	14%	2%

Given with each value named: 4 of the compounds above.
O=C(CN1C(=O)NC(c2ccccc2)(c2ccccc2)C1=O)Nc1ccc2[nH]c(=O)[nH]c2c1
  KOR beta-arrestin-1: -2.5%
  GPR55 beta-arrestin: 0.2%
  NOD1 NF-kB reporter: 11%
  KOR beta-arrestin-2: 0%
  HIV peptide binding: 0.8%
  MgcRacGAP inhibition: 6%
  GPR55 antagonists: -3%
  Large T inhibition: 17%
  HEK293 NOD2/NF-kB: -2%
CC(C)(C)OC(=O)CN1c2cccc3cccc(c23)S1(=O)=O
  KOR beta-arrestin-1: 0.5%
  GPR55 beta-arrestin: -0.2%
  NOD1 NF-kB reporter: -6%
  KOR beta-arrestin-2: 18%
  HIV peptide binding: -1.2%
  MgcRacGAP inhibition: 14%
  GPR55 antagonists: 8%
  Large T inhibition: 6%
  HEK293 NOD2/NF-kB: 11%
O=C(Cn1ccc2ccccc2c1=O)NCCC(=O)Nc1ccc2c(c1)OCCO2
  KOR beta-arrestin-1: 0.4%
  GPR55 beta-arrestin: -0.2%
  NOD1 NF-kB reporter: -20%
  KOR beta-arrestin-2: 0%
  HIV peptide binding: 4.2%
  MgcRacGAP inhibition: 2%
  GPR55 antagonists: 28%
  Large T inhibition: 4%
  HEK293 NOD2/NF-kB: 7%
Cc1c(-c2nc(-c3ccncc3)no2)cccc1[N+](=O)[O-]
  KOR beta-arrestin-1: -2.7%
  GPR55 beta-arrestin: 0.5%
  NOD1 NF-kB reporter: -8%
  KOR beta-arrestin-2: 18%
  HIV peptide binding: -2.5%
  MgcRacGAP inhibition: 2%
  GPR55 antagonists: 6%
  Large T inhibition: 14%
  HEK293 NOD2/NF-kB: 2%

Next entries follow:
SMILES	KOR beta-arrestin-1	GPR55 beta-arrestin	NOD1 NF-kB reporter	KOR beta-arrestin-2	HIV peptide binding	MgcRacGAP inhibition	GPR55 antagonists	Large T inhibition	HEK293 NOD2/NF-kB
CCCCn1c(=N)n(CC(=O)O)c2ccccc21	nt	-0.1%	10%	-41%[20 µM]	0.3%	-2%	-9%	4%	6%
CCCCN1Cc2cc(C(=O)c3cc(OC)ccc3O)cnc2NC1=O	3.2%	-0.4%	-12%	-18%	-0.4%	5%	10%	21%	12%
CCN(CC)S(=O)(=O)c1cccc(C(=O)OCC(=O)NC(C)c2ccccc2)c1 (configuration not stated)	-0.5%	-0.4%	-23%	-2%	0.9%	5%	20%	6%	17%
COc1ccc(N(CC(=O)NC2CCCCC2)C(=O)CNC(=O)c2ccco2)c(OC)c1	-0.3%	-0.1%	-20%	27%	5.0%	9%	-2%	10%	11%
CC(C)CCN1C(Nc2ccccc2)=NC[C@@H]1C	-5.2%	-0.2%	-6%	-15%[20 µM]	-0.7%	9%	9%	4%	13%
COC(=O)Cn1cc(/C=N/NC(=O)COc2cccc3cccnc23)c2ccccc21	2.5%	-0.2%	-15%	-8%	-1.9%	6%	-7%	14%	-8%
O=C(NCc1ccco1)C(=O)c1cn(CC(=O)N2CCCC2)c2ccccc12	-5.8%	0.1%	-5%	-7%	-0.7%	10%	2%	24%	11%
C[C@@H](O)C1NC(=O)[C@H](CCCCN)NC(=O)c2cc([N+](=O)[O-])cc(I)c2OCC[C@@H](C(N)=O)NC1=O (some centres not stated)	1.4%	0.2%	-37%	-16%	-1.1%	-2%	-13%	6%	10%
O=C(NCCc1ccccc1)C1CCC(=O)N1C1CCCC1 (configuration not stated)	-3.9%	-0.1%	-8%	-4%	-1.6%	nt	9%	10%	0%
COc1ccc(C2C(C(C)=O)=C(O)C(=O)N2c2ccc(C)cc2)cc1 (configuration not stated)	-0.5%	0.0%	-5%	-4%	-1.5%	3%	0%	0%	-11%
COc1cccc(NC(=O)CCS(=O)(=O)c2ccc3c(c2)oc(=O)n3C)c1	3.4%	0.0%	-13%	-22%	0.9%	9%	16%	21%	5%
OCC(CO)(CO)NCc1ccc(-c2ccccc2)cc1	-0.8%	0.0%	-11%	32%	-1.7%	10%	-12%	13%	10%
O=C(C(=O)N1CC=C(c2ccccc2)CC1)c1c[nH]c2ccccc12	-2.0%	-0.5%	-5%	10%	-1.8%	0%	0%	13%	7%
COc1ccc(-n2c(SCC(=O)Nc3cc(C)on3)nc3c([nH]c4ccccc43)c2=O)cc1	-4.2%	0.3%	0%	10%	-0.9%	-12%	-3%	-8%	-2%
O=C(NC(=S)Nc1ccc(N2CCOCC2)cc1)c1ccc(Cl)cc1	36%	0.2%	-51%	-57%	0.5%	7%	2%	7%	-15%
CN1CCN(C(=O)CSc2ccc(Cl)cc2)CC1	nt	0.2%	-46%	12%[20 µM]	-0.4%	9%	-6%	11%	-46%
CC(CN1CCCC1)OC(=O)c1ccc(Br)cc1 (configuration not stated)	1.0%	0.2%	3%	-26%	3.1%	5%	2%	9%	-3%
Cc1ccc(CS(=O)(=O)Cc2ccc(C(=O)NC3CCCCCC3)o2)cc1	-4.5%	-0.1%	-22%	-13%	-0.3%	11%	1%	5%	6%
